PglD DTNB = C. jejuni PglD acetyltransferase inhibitors, primary screen, biochemical, DTNB colorimetric, single point | UDP-N-acetylbacillosamine N-acetyltransferase PglD (Campylobacter jejuni) | purified PglD enzyme, DTNB colorimetric CoA detection | inhibition, % at 12.5 µM | 360,000 tested, 0.098% active | AID 602405, 2012; in the data active means inhibition above about 16%, passing the limit was not always enough; inconclusive means no clear call, values can overlap the other calls; further: strong numbers were not always called active
S100A4 MyoIIA = inhibitors of S100A4-myosin IIA peptide binding, primary screen, biochemical, fluorescence polarization, TAMRA-MyoIIA peptide | Protein S100-A4 (Homo sapiens), P26447 | inhibition, % at 10.7 µM | 360,000 tested, 0.14% active | AID 652163, 2013;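 active means mean inhibition of at least 70% across replicates, with every replicate also reaching that level; inconclusive means mean inhibition reaches 70% but some replicates fall short; inactive means mean inhibition below 70%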
Target sequence (P26447 whole entry, looked up): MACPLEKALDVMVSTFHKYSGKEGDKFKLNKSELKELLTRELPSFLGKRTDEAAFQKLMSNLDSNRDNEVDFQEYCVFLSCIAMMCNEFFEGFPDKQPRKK
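Material: S100A4 monomer protein | Medium: HEPES pH 7.2 with CaCl2, KCl, NaCl, DTT, Triton | Reagent: Labelled myosin peptide probe, 5 nM | Doses: One dose per compound | Times: 5 min incubation before reading | Benchmarks: Neutral control DMSO, positive control TFP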
ERAP1 HTS inh = human ERAP1 aminopeptidase inhibitors, primary screen, biochemical, single point, plate reader; inhibition, % at 10.7 µM; 340,000 tested, 0.15% active; recombinant ERAP1, Leu-AMC fluorescence, 60 min;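 active means mean replicate inhibition of at least 30%, or all replicates individually reaching that 30% level; inactive means mean below 30% and not every replicate reaching it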;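 further: 0% = neutral control wells and 100% = L-leucinethiol positive control wells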
Target sequence (Q9NZ08 whole entry, looked up): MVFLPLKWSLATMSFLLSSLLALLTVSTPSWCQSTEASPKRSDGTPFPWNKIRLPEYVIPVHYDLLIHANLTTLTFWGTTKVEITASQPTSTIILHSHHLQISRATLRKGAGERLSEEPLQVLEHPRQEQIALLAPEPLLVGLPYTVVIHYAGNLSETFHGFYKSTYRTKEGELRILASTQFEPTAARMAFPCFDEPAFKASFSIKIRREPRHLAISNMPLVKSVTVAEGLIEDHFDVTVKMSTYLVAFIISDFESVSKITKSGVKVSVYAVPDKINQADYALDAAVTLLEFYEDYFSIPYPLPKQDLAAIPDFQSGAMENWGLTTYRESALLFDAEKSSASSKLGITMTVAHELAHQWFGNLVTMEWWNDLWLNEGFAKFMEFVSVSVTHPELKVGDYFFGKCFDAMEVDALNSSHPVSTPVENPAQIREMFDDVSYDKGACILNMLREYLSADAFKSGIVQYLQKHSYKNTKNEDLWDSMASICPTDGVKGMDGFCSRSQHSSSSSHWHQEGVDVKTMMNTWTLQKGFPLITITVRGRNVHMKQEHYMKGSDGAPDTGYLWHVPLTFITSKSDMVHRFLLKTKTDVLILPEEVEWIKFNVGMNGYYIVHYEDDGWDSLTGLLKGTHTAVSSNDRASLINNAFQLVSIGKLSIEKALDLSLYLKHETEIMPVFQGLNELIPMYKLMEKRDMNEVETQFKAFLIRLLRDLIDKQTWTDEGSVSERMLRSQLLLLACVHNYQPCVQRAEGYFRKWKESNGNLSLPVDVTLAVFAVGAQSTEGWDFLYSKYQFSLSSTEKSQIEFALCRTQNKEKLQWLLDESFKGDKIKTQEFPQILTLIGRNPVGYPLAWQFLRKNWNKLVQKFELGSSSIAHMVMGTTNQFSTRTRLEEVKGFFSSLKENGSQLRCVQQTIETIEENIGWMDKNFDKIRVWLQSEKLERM
LGR2 antag = inhibitors of bursicon-induced LGR2 CRE-luciferase signal, primary screen, cell-based, HEK293, CRE-luciferase reporter, bursicon stimulation; bursicon-stimulated, 4 h; inhibition, % at 9.99 µM; 380,000 tested, 0.35% active; AID 720647, 2013;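 active means drop in luminescence signal, shown as inhibition above about 50% in the replicate tests, limit read from the data, passing the limit was not always enough; inconclusive means probably only some replicates passing the limit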;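 further: agonist challenge used bursicon conditioned medium at about half maximal strength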
PAX8 inh HTS = inhibitors of PAX8-driven TPO luciferase reporter, primary screen, RMG-I cells, single concentration | SteadyGlo, 24 h | inhibition, % at 12.6 µM | 360,000 tested, 1.2% active | AID 652154, 2013;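 active means mean replicate inhibition at least 60% with every replicate also reaching 60%; inconclusive means only one of the two criteria is met; inactive means mean below 60% and not all replicates reaching 60%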;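 further: luciferase light reporting Pax8 driven TPO promoter activity; plate controls were median of neutral control wells for no effect and mitoxantrone controls for full effect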
FN deposition inh = inhibitors of fibronectin matrix deposition, primary screen, AH1F cells, Alexa488-fibronectin fluorescence, plate reader. AH1F fibroblasts, overnight. inhibition, % at 12.6 µM. AID 743247, 2014. 350,000 tested, 0.086% active;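 active means mean inhibition across replicates of 30% or more, regardless of how many single replicates reach that level; inconclusive means mean under 30% yet at least half of replicates reach 30%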;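 further: positive control wells lacked labelled fibronectin entirely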
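test system = AH1F fibroblasts assembling fluorescent fibronectin matrix | quantity = 10000 AH1F cells per well | buffer or medium = DMEM plus 2% serum, read in PBS | doses = single dose, pinned | incubation = 1 h cell attachment, overnight exposure to compound and label | detection = fluorescence at 485 nm excitation, 525 nm emission | read-out basis = inhibition from reduced deposited-fibronectin fluorescence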
PGC1a acetyl inh = inhibitors of PGC1a acetylation signal, primary screen, cell-based, U2OS, AlphaScreen, inhibitor mode | AID 651687, 2012 | inhibition, % at 15.6 µM | AlphaScreen anti-acetyl-lysine; with virally co-expressed GCN5 acetyltransferase | 350,000 tested, 0.17% active;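 active means every replicate shows inhibition of at least 40%; inconclusive means mean inhibition at least 40% but some replicate below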;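 further: 0% = neutral control wells and 100% = positive control wells; some results beyond the cut were filed as inactive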
EWS-Fli inh = EWS/Fli-driven NR0B1 reporter inhibitors, primary screen, A673 cells, NR0B1 luciferase, luminescence, MLPCN library; inhibition, % at 12.6 µM; viability-normalised; 350,000 tested, 0.67% active;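 active means mean inhibition of at least 50% after viability correction, with every replicate also passing that limit; inconclusive means mean reaches 50% but only one of two replicates passes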;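 further: firefly luciferase signal divided by Alamar Blue viability fluorescence both relative to DMSO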
Numbers without * were called inactive. Not a hit list, and some 2.1% of all compounds hit somewhere here.

For Cc1nn(CC(=O)Nc2ccc(S(N)(=O)=O)cc2)c(=O)c2ccccc12 the results were PglD DTNB 4, S100A4 MyoIIA 0, ERAP1 HTS inh 1, LGR2 antag -8, PAX8 inh HTS -15, FN deposition inh -3 and EWS-Fli inh -7.
`CN1CCCCN2[C@H](CO)[C@H](c3ccc(C4=CCCC4)cc3)[C@H]2C1` gave PglD DTNB 5, S100A4 MyoIIA 11, ERAP1 HTS inh 0, LGR2 antag 2, PAX8 inh HTS 0, PGC1a acetyl inh 4 and EWS-Fli inh -4.
Screening COc1cccc(C(=O)COC(=O)COc2c(C)cc(C)cc2C)c1 returned PglD DTNB -1, S100A4 MyoIIA 10, ERAP1 HTS inh 1, LGR2 antag 12, PAX8 inh HTS -6, FN deposition inh 7, PGC1a acetyl inh -13 and EWS-Fli inh 3.
`CCOC(=O)c1c(C)cc2c(CO)n[nH]c(=O)c2c1C` gave S100A4 MyoIIA -10, ERAP1 HTS inh 0, LGR2 antag 18, PAX8 inh HTS -23, FN deposition inh 8, PGC1a acetyl inh -1 and EWS-Fli inh -12.
`O=S(=O)(N[C@H]1CC[C@H](CCn2cc(C3(O)CCCC3)nn2)O[C@@H]1CO)c1ccc(Cl)cc1` gave PglD DTNB 0, S100A4 MyoIIA -4, ERAP1 HTS inh -1, LGR2 antag -16, PAX8 inh HTS 12, PGC1a acetyl inh -14 and EWS-Fli inh -3.
C[C@@H]1CN([C@H](C)CO)C(=O)c2cc(C#Cc3ccccc3F)cnc2O[C@@H]1CN(C)C(=O)Cc1cccnc1 was read as PglD DTNB 10, S100A4 MyoIIA 10, ERAP1 HTS inh -1, LGR2 antag -1, PGC1a acetyl inh 8 and EWS-Fli inh 4.
For CCOc1cc(CN2CCCC(C(=O)c3cccc(C(F)(F)F)c3)C2)ccc1O (centres undefined) the results were S100A4 MyoIIA -3, ERAP1 HTS inh 1, LGR2 antag 17, PAX8 inh HTS -6, FN deposition inh 5, PGC1a acetyl inh -3 and EWS-Fli inh 6.
Screening Cc1ccc(Cl)cc1NC(=S)N(CCN(C)C)Cc1cccs1 returned S100A4 MyoIIA -2, ERAP1 HTS inh -2, LGR2 antag -5, PAX8 inh HTS -18, FN deposition inh 4 and EWS-Fli inh 5.
C=CCn1c(SCC(=O)c2c(N)n(C)c(=O)n(C)c2=O)nnc1-c1ccncc1 was read as S100A4 MyoIIA -8, ERAP1 HTS inh -1, LGR2 antag 2, PAX8 inh HTS 6, PGC1a acetyl inh 0 and EWS-Fli inh 1.
Screening COCCn1c(-c2cccc(Br)c2)nc2c(c(=O)c3ccccc3n2C)c1=O returned S100A4 MyoIIA -3, ERAP1 HTS inh 4, LGR2 antag -7, PAX8 inh HTS -9, FN deposition inh -11 and EWS-Fli inh -9.
CC1CCCC(NC(=S)NC(=O)c2cncc(Br)c2)C1C (centres undefined) was read as S100A4 MyoIIA 3, ERAP1 HTS inh -3, LGR2 antag -10, PAX8 inh HTS -2, FN deposition inh -12 and EWS-Fli inh 0.
Screening CCCC(=O)N1CC2(CN(Cc3nccs3)C2)c2c([nH]c3cc(OC)ccc23)[C@H]1CO returned S100A4 MyoIIA -3, ERAP1 HTS inh 0, LGR2 antag -3, PAX8 inh HTS 0, FN deposition inh 5, PGC1a acetyl inh -4 and EWS-Fli inh -10.
CCCNC(=O)Cn1nc([N+](=O)[O-])c([N+](=O)[O-])c1C was read as PglD DTNB -6, LGR2 antag 8, PAX8 inh HTS 0 and FN deposition inh -5.
O=C(N/N=C/c1cc(Br)cc(Cl)c1O)c1ccc2c(c1)OCO2 was read as PglD DTNB 0, S100A4 MyoIIA 4, ERAP1 HTS inh -1, PAX8 inh HTS 14, FN deposition inh -2, PGC1a acetyl inh 16 and EWS-Fli inh -5.
Screening O[C@@H]1[C@@H](O)C=C2CCN3Cc4cc5c(cc4[C@H]1C23)OCO5 (some centres undefined) returned PglD DTNB 0, S100A4 MyoIIA 5, ERAP1 HTS inh -1, LGR2 antag 88*, PAX8 inh HTS 102*, FN deposition inh 2 and EWS-Fli inh 44.
For Cc1noc(C)c1NC(=O)N(C)C[C@H]1Oc2ccc(NS(=O)(=O)c3ccc(Cl)cc3)cc2C(=O)N([C@H](C)CO)C[C@H]1C the results were PglD DTNB 3, S100A4 MyoIIA 19, ERAP1 HTS inh 1, LGR2 antag -1, PAX8 inh HTS -4, FN deposition inh 0, PGC1a acetyl inh 9 and EWS-Fli inh -11.
Screening O=C(CS(=O)(=O)c1ccccc1)Nc1ccc(S(=O)(=O)Nc2ccccn2)cc1 returned S100A4 MyoIIA -2, ERAP1 HTS inh -8, LGR2 antag -12, PAX8 inh HTS -22, FN deposition inh -9 and EWS-Fli inh 7.
CCOC(=O)C1(C)CCN1C(=O)c1cc(F)ccc1C (centres undefined) was read as PglD DTNB 3, S100A4 MyoIIA 2, ERAP1 HTS inh 0, LGR2 antag 12, PAX8 inh HTS -2, FN deposition inh 1, PGC1a acetyl inh 0 and EWS-Fli inh -4.
`CCOC(=O)C1(Cc2ccccc2Cl)CCN(S(C)(=O)=O)CC1` gave S100A4 MyoIIA -1, ERAP1 HTS inh -2, LGR2 antag -5, PAX8 inh HTS -6, FN deposition inh -6 and EWS-Fli inh -11.
Screening CN1CCN(c2ccc(NC(=O)c3ccc(C#N)cc3F)cc2Cl)CC1 returned PglD DTNB 0, S100A4 MyoIIA -2, ERAP1 HTS inh 5, LGR2 antag 12, PAX8 inh HTS -20, PGC1a acetyl inh -2 and EWS-Fli inh -1.
`O=C(O)CNC(=O)CC1S/C(=N/N=C2\CSC(=O)N2)NC1=O` (centres undefined) gave S100A4 MyoIIA 4, ERAP1 HTS inh -1, LGR2 antag -12, PAX8 inh HTS -26, FN deposition inh -1 and EWS-Fli inh 16.
Screening C[C@H]1CN([C@@H](C)CO)C(=O)Cc2cc(NS(=O)(=O)c3ccc(Cl)cc3)ccc2O[C@H]1CN(C)Cc1ccc(Cl)c(Cl)c1 returned PglD DTNB -1, S100A4 MyoIIA 25, ERAP1 HTS inh -2, LGR2 antag 0, PAX8 inh HTS -1, PGC1a acetyl inh -1 and EWS-Fli inh 4.
Screening CCN1C(=O)[C@H]2[C@@H](c3ccc(C)cc3)N3C(=O)N(c4cccc(Br)c4)C(=O)[C@@]3(Cc3ccccc3)[C@H]2C1=O returned PglD DTNB 5, S100A4 MyoIIA 2, ERAP1 HTS inh 1, LGR2 antag 5, PAX8 inh HTS -4, FN deposition inh -7 and EWS-Fli inh 1.
`COc1ccc(CN(C)C[C@@H]2OCCCC[C@@H](C)Oc3ccc(NS(=O)(=O)c4ccc(C)cc4)cc3C(=O)N([C@H](C)CO)C[C@@H]2C)cc1` gave PglD DTNB -8, S100A4 MyoIIA 8, ERAP1 HTS inh 0, LGR2 antag -8, PAX8 inh HTS -36, PGC1a acetyl inh 4 and EWS-Fli inh 45.
`Cc1noc(C)c1S(=O)(=O)N1CCCC(C(=O)NC2CCCCC2)C1` (centres undefined) gave PglD DTNB -4, S100A4 MyoIIA 3, ERAP1 HTS inh -1, LGR2 antag -24, PGC1a acetyl inh -1 and EWS-Fli inh 5.
For Clc1ccc(-c2nnc3n2CCCCS3)cc1 the results were PglD DTNB -10, LGR2 antag 8, PAX8 inh HTS 0, FN deposition inh 3 and PGC1a acetyl inh 4.
For C[C@H](CO)N1C[C@H](C)[C@@H](CN(C)S(=O)(=O)c2ccc(Cl)cc2)Oc2ccc(NC(=O)CCN3CCOCC3)cc2CC1=O the results were PglD DTNB -1, S100A4 MyoIIA -3, ERAP1 HTS inh 0, LGR2 antag -6, PGC1a acetyl inh 0 and EWS-Fli inh -2.
Screening O=C(CN1CCOc2ccccc21)N1CCCC1 returned PglD DTNB 4, S100A4 MyoIIA -3, ERAP1 HTS inh -2, LGR2 antag 3, PAX8 inh HTS -1, FN deposition inh 17 and EWS-Fli inh 3.
For COCC(=O)N(C)C[C@H]1Oc2ncc(C#Cc3ccccc3OC)cc2C(=O)N([C@@H](C)CO)C[C@@H]1C the results were PglD DTNB -1, S100A4 MyoIIA 8, ERAP1 HTS inh 4, LGR2 antag 3, FN deposition inh -22, PGC1a acetyl inh 1 and EWS-Fli inh -5.
CCN(CC)C(=O)Cn1cc(C(=O)C(=O)NCc2ccco2)c2ccccc21 was read as S100A4 MyoIIA -4, ERAP1 HTS inh 2, LGR2 antag 25, PAX8 inh HTS 13, FN deposition inh -3, PGC1a acetyl inh -4 and EWS-Fli inh 2.
Screening CC(C)n1nc(C(=O)Nc2ccc(-n3cnnn3)cc2)c2ccccc2c1=O returned PglD DTNB -4, S100A4 MyoIIA -1, ERAP1 HTS inh 3, LGR2 antag -2, PAX8 inh HTS 0, FN deposition inh 7 and EWS-Fli inh -1.
`COC(=O)C(Cc1ccccc1)NC(=O)c1cccc(S(=O)(=O)N(C)C)c1` (centres undefined) gave PglD DTNB 2, S100A4 MyoIIA -3, ERAP1 HTS inh -2, LGR2 antag -7, PAX8 inh HTS -11, FN deposition inh 1, PGC1a acetyl inh 7 and EWS-Fli inh 2.
`Cc1cc(C)cc(NS(=O)(=O)Cc2ccccc2)c1` gave PglD DTNB 3, S100A4 MyoIIA 0, ERAP1 HTS inh 0, LGR2 antag -13, PAX8 inh HTS 13, FN deposition inh -6, PGC1a acetyl inh -22 and EWS-Fli inh -2.
For C=CCNC(=O)CC1Nc2c3ccccc3nc(=S)n2C1=O (centres undefined) the results were PglD DTNB -3, S100A4 MyoIIA 1, ERAP1 HTS inh 1, LGR2 antag 16, PAX8 inh HTS 2, FN deposition inh -6, PGC1a acetyl inh inconclusive and EWS-Fli inh 3.
Cc1noc(C)c1NC(=O)Nc1ccc2c(c1)C(=O)N([C@H](C)CO)C[C@H](C)[C@@H](CN(C)S(=O)(=O)c1cn(C)cn1)OCCCC[C@@H](C)O2 was read as PglD DTNB 0, S100A4 MyoIIA 10, ERAP1 HTS inh 2, LGR2 antag -6, PAX8 inh HTS -18, PGC1a acetyl inh -13 and EWS-Fli inh -2.
Screening C#CCNC(=O)C[C@@H]1C[C@@]2(C(=O)OCC)CCCC=C2N(CCC2=CCCCC2)C1=O returned S100A4 MyoIIA 4, LGR2 antag -6, PAX8 inh HTS -3, FN deposition inh 2 and EWS-Fli inh 3.
For C[C@H]1CN([C@@H](C)CO)C(=O)c2cc(C3=CCCCC3)cnc2O[C@H]1CN(C)Cc1ccccc1C(=O)O the results were PglD DTNB 3, S100A4 MyoIIA 13, ERAP1 HTS inh 0, LGR2 antag 5, PGC1a acetyl inh 4 and EWS-Fli inh -3.
CCCC#Cc1cnc2c(c1)C(=O)N([C@H](C)CO)C[C@@H](C)[C@@H](CN(C)C(=O)C1CC1)O2 was read as PglD DTNB 2, S100A4 MyoIIA 4, ERAP1 HTS inh 6, LGR2 antag -7, PGC1a acetyl inh 1 and EWS-Fli inh -2.
COc1ccc(NC(=O)Cn2c(=O)n(CC(=O)NCc3ccco3)c(=O)c3ccccc32)cc1OC was read as PglD DTNB -4, PAX8 inh HTS 5, FN deposition inh 12 and PGC1a acetyl inh 5.

Screening results deposited in PubChem by Broad Institute.
